Assay outcomes (PubChem)
STK33 inh = human STK33 kinase inhibition; purified STK33, MBP phosphorylation, ADP-Glo luminescence; inhibition, % at 10 µM; 320,000 compounds, 0.073% hits; Q9BYT3;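 active means inhibition at or above 25%, using the most active replicate where run in duplicate; inactive means inhibition below 25%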
Target sequence (Q9BYT3 whole entry, looked up): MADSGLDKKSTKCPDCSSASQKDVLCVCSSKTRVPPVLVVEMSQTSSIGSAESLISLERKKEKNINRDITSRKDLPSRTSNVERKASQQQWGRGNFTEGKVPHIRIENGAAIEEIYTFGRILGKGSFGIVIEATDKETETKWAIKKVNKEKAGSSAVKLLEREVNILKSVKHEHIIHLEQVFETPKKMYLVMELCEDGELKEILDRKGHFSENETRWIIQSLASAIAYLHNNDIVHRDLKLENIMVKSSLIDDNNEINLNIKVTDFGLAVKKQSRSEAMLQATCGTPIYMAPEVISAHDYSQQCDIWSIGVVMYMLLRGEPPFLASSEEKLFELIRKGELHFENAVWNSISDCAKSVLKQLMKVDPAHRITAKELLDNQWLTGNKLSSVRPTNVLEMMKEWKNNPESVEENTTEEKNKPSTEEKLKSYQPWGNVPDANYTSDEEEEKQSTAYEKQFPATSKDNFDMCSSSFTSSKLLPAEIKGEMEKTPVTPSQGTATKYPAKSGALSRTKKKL
CHT allo act = allosteric activators of human choline transporter CHT | Q9GZV3 | CHT-expressing cells, membrane potential dye, choline EC20; stronger effect = higher value; LV-AA mutant CHT in HEK293 cells | B-score at 10 µM | 310,000 compounds, 0.49% hits;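 active means initial fluorescence not abnormally high and integrated response B-score, plate-corrected, over 3 SD above library mean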
Target sequence (Q9GZV3 whole entry, looked up): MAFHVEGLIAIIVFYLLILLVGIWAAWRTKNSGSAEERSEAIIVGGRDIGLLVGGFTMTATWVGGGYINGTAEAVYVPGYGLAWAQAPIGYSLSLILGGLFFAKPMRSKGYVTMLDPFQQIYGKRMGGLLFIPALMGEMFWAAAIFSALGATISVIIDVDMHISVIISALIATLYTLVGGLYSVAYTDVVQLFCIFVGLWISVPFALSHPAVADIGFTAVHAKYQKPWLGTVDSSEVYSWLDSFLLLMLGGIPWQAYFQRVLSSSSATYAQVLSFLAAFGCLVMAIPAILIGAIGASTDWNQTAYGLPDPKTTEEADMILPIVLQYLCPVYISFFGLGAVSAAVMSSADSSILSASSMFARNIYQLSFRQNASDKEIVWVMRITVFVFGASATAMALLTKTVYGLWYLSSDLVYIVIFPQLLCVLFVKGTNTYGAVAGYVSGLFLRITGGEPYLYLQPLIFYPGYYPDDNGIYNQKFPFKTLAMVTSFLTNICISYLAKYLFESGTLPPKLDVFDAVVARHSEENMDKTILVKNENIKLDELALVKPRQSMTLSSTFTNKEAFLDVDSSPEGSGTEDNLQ
CHT block = inhibits the human high affinity choline transporter; Q9GZV3; CHT-expressing cells, membrane potential dye, choline response; stronger effect = lower value; B-score at 10 µM; 310,000 compounds, 0.86% hits; AID 488975;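 active means B-score over 3 SD under the library average, and starting fluorescence ratio not unusually high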;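 further: choline stimulus applied at its EC90 after an EC20 pre-addition; B-score computed on integrated fluorescence ratio after choline addition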
Starred values were filed as active, the others as inactive; & = joins results of further samples.

COc1ccccc1N(C)S(=O)(=O)c1ccc(Cl)c(C(=O)NCCCN2CCOCC2)c1 was read as STK33 inh -1.0, CHT allo act inactive and CHT block inactive.
`Cc1ccc(C2C(C#N)=C(N)Oc3c2sc2ccccc32)o1` (stereo not given) gave STK33 inh 1.5, CHT allo act inactive and CHT block inactive.
`CCCN(CC(=O)Nc1ccccc1C)C(=O)c1ccc(NC2CC2)c([N+](=O)[O-])c1` gave STK33 inh -1.2, CHT allo act inactive and CHT block inactive.
`C/C(Cl)=C/Cn1c(N2CCCC2)nc2c1c(=O)n(C)c(=O)n2C` gave STK33 inh 2.4, CHT allo act inactive and CHT block inactive.
For Cc1ccc(C)c(C2=NNC(=O)CC2)c1 the results were STK33 inh -1.3, CHT allo act inactive and CHT block inactive.
Screening COc1cccc(N=Nc2ccc3ccccc3c2O)c1 returned STK33 inh 0.0, CHT allo act inactive and CHT block inactive.
Screening Cc1cccn2cc(COc3cccc([N+](=O)[O-])c3)nc12 returned STK33 inh 0.9, CHT allo act inactive and CHT block inactive.
Screening CCN(CC)c1ccc(O)c(C=Nc2ccc(C)c(C)c2)c1 returned STK33 inh -0.8, CHT allo act inactive and CHT block inactive.
`N#CCSc1nc2ccccc2o1` gave STK33 inh 0.4, CHT allo act inactive and CHT block inactive.
`Cc1ccc(NCC(=O)N/N=C\C(Br)=C\c2ccccc2)cc1` gave STK33 inh 0.0, CHT allo act inactive and CHT block inactive.
Screening Cc1cccc(OCC(=O)Nc2nc3ccc([N+](=O)[O-])cc3s2)c1 returned STK33 inh 0.6, CHT allo act inactive and CHT block inactive.
`Cc1ccc(CNC(=O)C2(c3cccs3)CCOCC2)cc1` gave CHT allo act inactive and CHT block inactive.
`Cc1ccc(C2(CCN)CCOC(C(C)C)C2)cc1` (stereo not given) gave STK33 inh 0.2, CHT allo act inactive and CHT block inactive.
`N#CC1(NC(=O)COC(=O)CCN=C2NS(=O)(=O)c3ccccc32)CCCCC1` gave STK33 inh -0.4, CHT allo act inactive and CHT block inactive.
For O=C(c1cc(-c2ccc(Cl)cc2)on1)N1CCc2ccccc2C1 the results were STK33 inh -1.1, CHT allo act inactive and CHT block inactive.

Quoted at random: seven compounds from above
`Cc1ccc(CNC(=O)C2(c3cccs3)CCOCC2)cc1` gave CHT allo act inactive and CHT block inactive.
Screening CCN(CC)c1ccc(O)c(C=Nc2ccc(C)c(C)c2)c1 returned STK33 inh -0.8, CHT allo act inactive and CHT block inactive.
`N#CC1(NC(=O)COC(=O)CCN=C2NS(=O)(=O)c3ccccc32)CCCCC1` gave STK33 inh -0.4, CHT allo act inactive and CHT block inactive.
Screening Cc1cccc(OCC(=O)Nc2nc3ccc([N+](=O)[O-])cc3s2)c1 returned STK33 inh 0.6, CHT allo act inactive and CHT block inactive.
`Cc1ccc(NCC(=O)N/N=C\C(Br)=C\c2ccccc2)cc1` gave STK33 inh 0.0, CHT allo act inactive and CHT block inactive.
`N#CCSc1nc2ccccc2o1` gave STK33 inh 0.4, CHT allo act inactive and CHT block inactive.
COc1ccccc1N(C)S(=O)(=O)c1ccc(Cl)c(C(=O)NCCCN2CCOCC2)c1 was read as STK33 inh -1.0, CHT allo act inactive and CHT block inactive.

(listing goes on)
C=CCn1c(SCc2ccc(Br)cc2F)nc2cc(C(=O)O)ccc2c1=O was read as STK33 inh 0.9, CHT allo act inactive and CHT block inactive.
For CC(C)CCSc1nc(N2CCOCC2)c2c(c1C#N)CC(C)(C)OC2 the results were STK33 inh 1.1, CHT allo act inactive and CHT block inactive.
For CCOC(=O)c1oc2cc(OC(C)=O)ccc2c(=O)c1-c1ccc(OC)c(OC)c1 the results were STK33 inh 1.5, CHT allo act inactive and CHT block inactive.
For O=[N+]([O-])c1cccc(/C=N/NC2CCS(=O)(=O)C2)c1 (stereo not given) the results were STK33 inh -0.2, CHT allo act inactive and CHT block inactive.
For COc1ccc2[nH]c(-c3ccccc3)cc2c1 the results were STK33 inh -0.5, CHT allo act inactive and CHT block inactive.
For COc1ccc(S(=O)(=O)Nc2ccc3cn[nH]c3c2)cc1C the results were STK33 inh 0.6, CHT allo act inactive and CHT block inactive.
For CCOc1ncccc1C(=O)OCC(=O)NCCc1ccccc1 the results were STK33 inh 0.1, CHT allo act inactive and CHT block inactive.
`CC(C)OCCCNC(=O)c1ccc2c(c1)NC(=O)c1ccccc1S2` gave STK33 inh -0.8, CHT allo act inactive and CHT block inactive.
COCCn1c(C)cc(C2=NNC(=Nc3ccccc3F)SC2)c1C was read as STK33 inh -2.0, CHT allo act inactive and CHT block inactive.
`CN(CC(=O)Nc1ccc(F)cc1)C(=O)COC(=O)/C=C/c1ccc(OC(F)F)cc1` gave STK33 inh -1.5, CHT allo act inactive and CHT block inactive.
Screening CCCc1cc(=O)n2nc(N3CCC(C(=O)Nc4c(F)c(F)c(F)c(F)c4F)CC3)sc2n1 returned STK33 inh -1.6, CHT allo act inactive and CHT block inactive.
CCOC(=O)/C(O)=C/c1ncc(C(F)(F)F)cc1Cl was read as STK33 inh 2.5, CHT allo act inactive and CHT block inactive.
Screening Cn1c(N)c(C(=O)COC(=O)C2CCN(S(=O)(=O)c3cccs3)CC2)c(=O)n(C)c1=O returned STK33 inh 0.4, CHT allo act inactive and CHT block inactive.
For CCCN1CCN(S(=O)(=O)c2ccc(-n3cnnn3)cc2)CC1 the results were CHT allo act inactive and CHT block inactive.
`CCOC(=O)N1CCN(CC(=O)Nc2c(C(=O)OC)[nH]c3ccc(Cl)cc23)CC1` gave STK33 inh -0.8, CHT allo act inactive and CHT block inactive.
For O=C1N(c2ccccc2)C(c2ccc(Cl)cc2)N2CCCN12 (stereo not given) the results were STK33 inh -0.7, CHT allo act inactive and CHT block inactive.
`O=C(Nc1scc(-c2ccc(F)cc2)c1C(=O)O)c1ccco1` gave STK33 inh -2.5, CHT allo act inactive and CHT block inactive.
For CC(=O)Nc1nc(C)c(Oc2ccccc2)c(=O)[nH]1 the results were STK33 inh 0.0, CHT allo act inactive and CHT block inactive.
Screening Cc1ccc(C(=O)N2CCC3(CC2)Oc2ccc(Cl)cc2C(=O)C32CC(c3ccccc3)=NO2)s1 (stereo not given) returned STK33 inh -0.4, CHT allo act inactive and CHT block inactive.
For O=C(/C=C/c1ccccc1)NCCCNC(=O)/C=C/c1ccccc1 the results were STK33 inh -1.1, CHT allo act inactive and CHT block inactive.
For O=C(CCN1CCCC1)Nc1cccc(Br)c1 the results were STK33 inh -2.2, CHT allo act inactive and CHT block inactive.
CC(C)C(=O)NC(=S)Nc1nnn(C)n1 was read as STK33 inh -0.4, CHT allo act inactive and CHT block inactive.
`CN1CCN(S(=O)(=O)c2ccc(NCc3ccc4c(c3)OCO4)nc2)CC1` gave CHT allo act inactive and CHT block inactive.
Screening Cn1ccnc1CN1CCCCC1C(=O)Nc1ccc(Oc2cccnc2)cc1 (stereo not given) returned STK33 inh 1.6, CHT allo act inactive and CHT block inactive.
For O=C(Nc1ccc(Cl)cc1)[C@@H]1[C@@H]2C(=O)N(c3ccc(Cl)cc3)C(=O)[C@@H]2[C@H]2C=CC=NN21 the results were STK33 inh 1.1, CHT allo act inactive and CHT block inactive.
For O=C(c1ccc2nccnc2c1)N1CCN(c2ccccc2)CC1 the results were STK33 inh 1.2, CHT allo act inactive and CHT block inactive.
`CC(C)c1cc(-c2cc(C(=O)NCc3ccccc3)on2)nc(NC2CCCC2)n1` gave STK33 inh 0.6, CHT allo act inactive and CHT block inactive.
COc1cc(S(=O)(=O)NC2CCCC2)c(OC)cc1C was read as STK33 inh -0.3, CHT allo act inactive and CHT block inactive.
For O=c1[nH]c2ccccc2nc1Cc1ccccc1 the results were STK33 inh -0.6, CHT allo act inactive and CHT block inactive.
`CN(C)CC/C=C1/c2ccccc2Sc2ccc(Cl)cc21` gave STK33 inh -0.2&2.4, CHT allo act inactive and CHT block inactive.
`CC(=O)c1ccc(NC(=O)C(C)n2c3ccccc3c3nc(=O)cc(C)n32)cc1` (stereo not given) gave STK33 inh -1.7, CHT allo act inactive and CHT block inactive.
`Cc1c(C(=O)N2CCCCCC2)c(S(=O)(=O)Nc2ccccc2F)c(C)n1C` gave STK33 inh -1.5, CHT allo act inactive and CHT block inactive.
`CC1CCCCN1C(=O)C(=O)c1cn(CC(=O)N2CCCC2)c2ccccc12` (stereo not given) gave STK33 inh -0.4, CHT allo act inactive and CHT block inactive.
For CCN(CC)C(=O)CSc1nnc(C2CCCCC2)o1 the results were STK33 inh -0.1, CHT allo act inactive and CHT block inactive.
`COCC1CCN(C(=O)C2CCC(=O)N(CCc3ccc(Cl)cc3)C2)CC1` (stereo not given) gave STK33 inh 2.4, CHT allo act inactive and CHT block inactive.
O=C1Nc2cc(C(F)(F)F)ccc2N2CCCCC12 (stereo not given) was read as STK33 inh -0.3, CHT allo act inactive and CHT block inactive.
For O=C(NCc1cccnc1)c1cccc2c1C(=O)N(Cc1cccnc1)C2 the results were STK33 inh -0.8, CHT allo act inactive and CHT block inactive.
Cc1ccc(/C=C/C(=O)OCC(=O)Nc2ccccc2Sc2ccccc2)cc1 was read as STK33 inh -3.3, CHT allo act inactive and CHT block inactive.
Cc1ccc(NC(=S)Nc2ccc(Cl)c(Cl)c2)c(OC(F)F)c1 was read as STK33 inh -1.2, CHT allo act inactive and CHT block inactive.
Cc1ccc(NC(=O)Nc2cnccn2)cc1 was read as STK33 inh 0.0, CHT allo act inactive and CHT block inactive.
`CC1(C(=O)N(CC(=O)NC2CCCC2)Cc2ccc(Cl)cc2)CC(=O)N=C2C=CC=CN21` (stereo not given) gave STK33 inh 0.6, CHT allo act inactive and CHT block inactive.
For CCOC(=O)/C=C1\SCC(=O)N1CC(=O)Nc1ccc(C(C)C)cc1 the results were STK33 inh -0.5, CHT allo act inactive and CHT block inactive.
For O=C(O)CCc1ccc(-c2cccs2)n1Cc1ccco1 the results were STK33 inh 1.5, CHT allo act inactive and CHT block inactive.
`CCOc1ccc(C2CC(c3ccc(F)cc3)n3ncnc3N2)cc1` (stereo not given) gave STK33 inh -0.1, CHT allo act inactive and CHT block inactive.
`O=C(NC(Cc1ccccc1)C(=O)O)/C(=C\c1ccc(Cl)cc1)NC(=O)c1ccco1` (stereo not given) gave STK33 inh -0.2, CHT allo act inactive and CHT block inactive.

In the list so far, 5 contain an NH in an aromatic ring.
For COc1ccc2[nH]c(-c3ccccc3)cc2c1 the results were STK33 inh -0.5, CHT allo act inactive and CHT block inactive.
For COc1ccc(S(=O)(=O)Nc2ccc3cn[nH]c3c2)cc1C the results were STK33 inh 0.6, CHT allo act inactive and CHT block inactive.
`CCOC(=O)N1CCN(CC(=O)Nc2c(C(=O)OC)[nH]c3ccc(Cl)cc23)CC1` gave STK33 inh -0.8, CHT allo act inactive and CHT block inactive.
For CC(=O)Nc1nc(C)c(Oc2ccccc2)c(=O)[nH]1 the results were STK33 inh 0.0, CHT allo act inactive and CHT block inactive.
For O=c1[nH]c2ccccc2nc1Cc1ccccc1 the results were STK33 inh -0.6, CHT allo act inactive and CHT block inactive.

(next part)
For COC(=O)C1=C(C(=O)OC)[C@@H]2N(C)c3ccc(OC)cc3[C@@]23C[C@@H](C(=O)OC)N(C(=O)c2cc(C)oc2C)C3=N1 the results were STK33 inh 0.0, CHT allo act inactive and CHT block inactive.
Screening Cc1c(NC(=O)/C(C#N)=C/c2cccs2)c(=O)n(-c2ccccc2)n1C returned STK33 inh -1.0, CHT allo act inactive and CHT block inactive.
For Cc1ccc(S(=O)(=O)CCC(=O)OCC(=O)NC2CCS(=O)(=O)C2)cc1 (stereo not given) the results were STK33 inh -0.7, CHT allo act inactive and CHT block inactive.
For Cc1c(Cl)cccc1NC(=O)c1cc(-c2ccccc2O)n[nH]1 the results were STK33 inh 0.5, CHT allo act inactive and CHT block inactive.
O=C(Nc1ccc(Oc2cccc(C(F)(F)F)c2)nc1)c1ccco1 was read as STK33 inh 0.0, CHT allo act inactive and CHT block inactive.
Cc1nn2c3ccccc3nc2c2ccccc12 was read as STK33 inh 0.6, CHT allo act inactive and CHT block inactive.
Screening CC1CCCN(C(=O)COC(=O)c2ccc3[nH]c4c(c3c2)CCCC4)C1 (stereo not given) returned STK33 inh -1.3, CHT allo act inactive and CHT block inactive.
`CC(c1ccccc1)N1CCC(CNC(=S)Nc2cccc(Cl)c2)C1` (stereo not given) gave STK33 inh 2.0, CHT allo act inactive and CHT block inactive.
For O=C1c2ccccc2C(=O)N1CCCc1nc(-c2cccnc2)no1 the results were STK33 inh 0.3, CHT allo act inactive and CHT block inactive.
`O=c1[nH]c(Nc2ccccn2)cc2ccccc12` gave STK33 inh 0.3, CHT allo act inactive and CHT block inactive.
`Cc1c(C#N)c(N=CN(C)C)c(C(=O)c2ccc(Br)cc2)n1-c1ccc(Cl)cc1` gave STK33 inh -1.0, CHT allo act inactive and CHT block inactive.
O=C(CCCc1ccccc1)Nc1ccccc1[N+](=O)[O-] was read as STK33 inh -0.7, CHT allo act inactive and CHT block inactive.
For O=C(C(O)c1ccccc1)N1N=C(c2ccccc2)CC1(O)C(F)(F)F (stereo not given) the results were STK33 inh -1.6, CHT allo act inactive and CHT block inactive.
For CC(=O)N1N=C(c2ccc(NS(C)(=O)=O)cc2)CC1c1ccc2nccnc2c1 (stereo not given) the results were STK33 inh -0.5, CHT allo act inactive and CHT block inactive.
For COc1cc2c(cc1OC)CN(C(=O)CCc1c[nH]c3ccccc13)[C@H](C(=O)O)C2 the results were STK33 inh -0.9, CHT allo act inactive and CHT block inactive.
Screening CCCCc1ccc(Nc2ncccc2C#N)cc1 returned STK33 inh -1.7, CHT allo act inactive and CHT block inactive.
CS(=O)(=O)N(Cc1ccccc1)c1ccccc1C(=O)N1CCN(c2ccccc2)CC1 was read as STK33 inh 1.4, CHT allo act inactive and CHT block inactive.
